# Bioassay records as filed in PubChem.
# mcGAS MS inh: inhibitors of Mus musculus cyclic GMP-AMP synthase, initial high-throughput assay, cell-free, RapidFire MS; recombinant mouse cGAS, cGAMP by RapidFire MS; hit rate 0.18% among 130,000; Q8C6L5; inhibition, % at 12.5 µM; AID 1259397, 2018;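 active means inhibition of cGAS enzyme activity at or above 60%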;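 further: enzyme stimulated by 45 bp dsDNA with ATP and GTP substrates; cGAMP share of summed cGAMP plus half ATP and half GTP signals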
# Target sequence (Q8C6L5 whole entry, looked up): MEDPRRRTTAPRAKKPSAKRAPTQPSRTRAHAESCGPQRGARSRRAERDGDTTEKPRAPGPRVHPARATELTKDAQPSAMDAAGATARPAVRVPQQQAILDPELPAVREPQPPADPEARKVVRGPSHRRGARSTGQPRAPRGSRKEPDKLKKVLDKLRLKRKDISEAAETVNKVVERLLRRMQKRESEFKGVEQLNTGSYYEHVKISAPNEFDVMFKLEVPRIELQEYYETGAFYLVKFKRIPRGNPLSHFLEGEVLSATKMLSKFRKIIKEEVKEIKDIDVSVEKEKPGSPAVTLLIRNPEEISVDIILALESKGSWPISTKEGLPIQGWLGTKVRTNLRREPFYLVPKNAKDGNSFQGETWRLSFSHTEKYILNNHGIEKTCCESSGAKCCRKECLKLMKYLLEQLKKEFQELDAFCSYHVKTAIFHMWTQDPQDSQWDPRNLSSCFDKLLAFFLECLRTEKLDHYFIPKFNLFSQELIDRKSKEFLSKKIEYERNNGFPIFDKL
# * marks the source's active call; other numbers are inactive results; & = joins results of further samples. Not all compounds are listed; the hit share may differ from the screen's.
No.	mcGAS MS inh	smiles
1	99*	Cc1[nH]n(-c2nc3ccccc3[nH]2)c(=O)c1C1OC(=O)c2ccccc21 (stereo unspecified)
2	-9	CN(C)c1cc(N2CCCC(CN3CCCCC3)C2)ncn1 (stereo unspecified)
3	-5	CC1CC1C(=O)Nc1ccc(Cl)c(S(=O)(=O)N2CCCC2)c1 (stereo unspecified)
4	-1	Cc1cccnc1C(NC(=O)C1CCN(Cc2ccc3ccccc3n2)CC1)c1ccccc1 (stereo unspecified)
5	-14	CCN(CCN1C(=O)CNC1=O)Cc1cccc(F)c1
6	-8	O=c1[nH]c2ccccc2n1CCCSc1nnc(COc2ccccc2Cl)o1
7	-20	Cc1oc(C(C)C)cc1C(=O)NCCc1nnc(N)s1
8	-9	Cc1cc(C(=O)NCC2(Cn3ccnc3)CC2)cc2sc(N)nc12
9	-4	CN(C(=O)c1ccccc1C(=O)NCc1ccc(F)cc1)C1CCCCC1
10	-8	CCOc1ccccc1NC(=O)CSc1nc2[nH]ncc2c(=O)[nH]1
11	1	CC1=C(C(=O)OC(C)C)C(c2cccs2)n2c(sc(=Cc3ccc(C)o3)c2=O)=N1 (stereo unspecified)
12	-9	CCC(C)NC(=O)NCc1nnc2c(Cl)cc(C(F)(F)F)cn12 (stereo unspecified)
13	1	O=C(NCC1Cc2ccccc2O1)Nc1ccc(NC(=O)C2CCCO2)cc1 (stereo unspecified)
14	-9	COc1ccc(F)cc1S(=O)(=O)NCc1ccncc1
15	-1	CCCC(=O)NNC(=O)Cn1c(C(F)(F)F)nc2ccccc21
16	-9	CN(C)c1ccc(C(=O)N2CCCC(N3CCN(Cc4ccc5c(c4)OCO5)CC3)C2)cc1 (stereo unspecified)
17	-33	O=C(CCN[C@H]1c2ccccc2C[C@H]1O)Nc1nnc(C2CC2)s1
18	-3&1	C=CCn1c(-c2ccc(F)cc2)n[nH]c1=S
19	-19	CC1(C(=O)Nc2cccc3c2CCCC3)CCN1C(=O)CCC1CCCC1 (stereo unspecified)
20	-26	CCC(=O)c1ccc(OCC(=O)N2CCN(C(=O)C3CCCO3)CC2)cc1 (stereo unspecified)
21	5	COC(=O)[C@@H](NC(=O)C1CCCN(C(=O)c2cc(C)cc(C)c2)C1)C(C)C (stereo partly specified)
22	-22	COc1cc(-c2cccc(C(C)N3CCCC3)c2)cc2cc(C(=O)O)oc12 (stereo unspecified)
23	-5&2	CCC(C)CCCCC(=O)NC(CCN)C(=O)NC(C(=O)NC(CCN)C(=O)NC1CCNC(=O)C(C(C)O)NC(=O)C(CCN)NC(=O)C(CCN)NC(=O)C(CC(C)C)NC(=O)C(Cc2ccccc2)NC(=O)C(CCN)NC1=O)C(C)O (stereo unspecified)
24	-1	N#CCCSc1nc2sc3c(c2c(=O)n1Cc1ccco1)CCCC3
25	-11	CCc1cnc(-c2cccc(O)c2)nc1
26	-1	O=C(N1CCN(C(=O)C23CC4CC(CC(C4)C2)C3)CC1)C12CC3CC(CC(C3)C1)C2
27	-14	CN(C)CCC1Sc2ccccc2Sc2ccccc21 (stereo unspecified)
28	-2	Cn1c(SCc2cc(Cl)c3c(c2)OCCO3)nnc1C1CC1
29	2	O=C(NCC(c1cccc2ccccc12)N1CCCC1)C(=O)Nc1ccc([N+](=O)[O-])cc1 (stereo unspecified)
30	-23	Cc1noc(CN(C)C(=O)C2CCCCN2Cc2ccccc2)n1 (stereo unspecified)
31	15	COc1cc(F)ccc1NC(=O)N1CCC(N2CCCC2)C1 (stereo unspecified)
32	1	COc1cc(Br)c(CC(=O)NC(c2ccc(Cl)cc2)c2nccn2C)cc1OC (stereo unspecified)
33	-5	COc1ccc(N2CCN(C(=O)C3CCCCC3C(=O)Nc3cc(OC)ccc3OC)CC2)cc1 (stereo unspecified)
34	4	O=C(Cn1cnc2c(nnn2Cc2ccc(F)cc2)c1=O)N1CCCC1
35	0	O[C@@]12C[C@@H]([C@H]3CO[C@@H]1O3)N1CCSC1=N2
36	-16&-10	COc1cc(C(=O)N(C)C)ccc1NC(=O)Cc1ccccc1C
37	-10	COC(=O)c1cscc1NC(C)=O
38	-2	CN(c1ccccc1)S(=O)(=O)c1ccc(Br)s1
39	-10	Cc1c(Br)c([N+](=O)[O-])nn1CC(=O)Nc1sc2c(c1C#N)CCC(C)C2 (stereo unspecified)
40	-7	O=c1[nH]c(SC2CCCC2)nc2c1cnn2Cc1ccc(F)cc1
41	8	Cc1ccc(Cn2cnc3c(nnn3Cc3ccc(F)cc3)c2=O)cc1
42	-33	CN1CCN2C[C@@H](NC(=O)Cc3nc4ccc(Cl)cc4[nH]3)C[C@H]2C1
43	-14	CCCc1cnc(C)nc1NC1CC(=O)N(Cc2ccccc2Cl)C1 (stereo unspecified)
44	5	S=c1sc2ccc(Cl)cc2n1CN1CCN(c2ncccn2)CC1
45	-8	CC1CCCN(CC(=O)N(CC2CCCO2)C2CCS(=O)(=O)C2)C1 (stereo unspecified)
46	-9	COc1ccccc1NC(=O)NCCN(C)c1ccccc1
47	3	Cc1noc(C)c1S(=O)(=O)N(C)CC(=O)NC1CCCC1
48	-4	Cc1ccc(C(=O)n2c(C)c(C)c(C)c(C#N)c2=O)cc1
49	-8	N#Cc1cc(S(N)(=O)=O)ccc1NC1CCc2ccc(F)cc21 (stereo unspecified)
50	4	CC(C)(C)c1ccc(S(=O)(=O)NC(=O)C2(C)CCN2C(=O)Cc2ccc(-c3ccccc3)cc2)cc1 (stereo unspecified)
51	-41	CCOC(=O)C1(CCc2ccccc2)CCNCC1
52	-4	CCOC(=O)c1c(C)[nH]c(C(=O)OCC(=O)NC(=O)NC(C)(C)C)c1C
53	10	Cc1ccc(-c2nc(C=Nc3ccc(C(=O)N(C)c4ccccc4)cc3)c(O)o2)cc1
54	-9	O=S(=O)(NCCC1CCCO1)c1cnc(Cl)c(Cl)c1 (stereo unspecified)
55	-8	CCc1cc2c(=O)n(Cc3ccco3)c(SCC#N)nc2s1
56	-15	Cc1cc2ccccn2c1C(=S)N=P(C1CCCCC1)(N1CCOCC1)N1CCOCC1

# Following part.
No.	mcGAS MS inh	smiles
57	-5	COc1ccc(OC)c(N2CCN(C(=O)c3ccc([N+](=O)[O-])cc3)C(C)C2=O)c1 (stereo unspecified)
58	3	COC(=O)c1ccc(CSc2n[nH]c(C(C)C)n2)o1
59	0	O=C(c1ccc(-c2cccc(CN3CCOCC3)c2)o1)N1CCCCC1
60	1	CC(C)(C)NC(=O)COc1cc(N2CCOCC2)c2ccccc2c1Cl
61	-7	Cn1ccc(NC(=O)c2cc3c(s2)CCC(C(C)(C)C)C3)n1 (stereo unspecified)
62	-4	Cc1[nH]ncc1CNC(C)c1ccc(N2CCN(C)CC2)cc1 (stereo unspecified)
63	-5	COc1cccc(C(=O)CSc2nnc(N)s2)c1
64	-3	O=C1OCCN1c1ccccc1NS(=O)(=O)c1ccc(F)cc1F
65	-10	COCc1nc(C)c(CNC(=O)c2scc3c2CCCC3)s1
66	-6	N#Cc1ccccc1CN(Cc1ccco1)Cc1ccco1
67	-12	O=C1OC(c2ccc(Cl)cc2)=N/C1=C\N1CCOCC1
68	-21	Cc1ccc(C)c(N(C)C(=O)c2ccc(NC(=O)C3CC3C)cc2)c1 (stereo unspecified)
69	-1	Cc1ccc(C)c(-n2[nH]c(-c3ccccc3)c(-c3ccc(N)cc3)c2=O)c1
70	-12	Cc1cc(C(=O)NNC(=O)CSc2ncnc3sc(C)c(C)c23)c(C)o1
71	-23	COc1ccc(-n2ccnc2C2CCOC2)cn1 (stereo unspecified)
72	-1	N#CCCCOc1cccnc1NC(=O)c1cccc(Cl)c1
73	-6	CCOC(=O)Cn1c(=O)[nH]c2cc(Br)cnc21
74	-40	CCOC(=O)N1CCC(NCc2cncn2CC(C)C)CC1
75	13	CCN(Cc1ccc2ccccc2n1)C(=O)c1cccc(NC(C)=O)c1
76	-9	CC1(C(=O)Nc2cnc3ccccc3c2)CCN1Cc1ccc(-c2ccccc2)o1 (stereo unspecified)
77	-13	CC(=O)c1[nH]c(C)c(C(=O)N2CCC(c3cc(C(C)C)n[nH]3)CC2)c1C
78	2	O=C(NCc1ccccn1)C1CCN(C2CCN(C(=O)c3ccc(Cl)cc3)CC2)CC1
79	-5	c1ccc2cc(C3=NCCN3)ncc2c1
80	-2	CC1Sc2nnc(-c3ccncc3)n2N=C1c1ccc(F)c(F)c1 (stereo unspecified)
81	-3	CCCc1nc(C)cc(N2CCCC(C(=O)NCCCO)C2)n1 (stereo unspecified)
82	-5	Cc1ccc(-n2ncc(C(=O)NC[C@@H]3CC[C@H]4C[C@@H]3C4(C)C)c2N)c(C)c1
83	-24	C=CCN(Cc1cccs1)Cn1nc(C(=O)NC)c2ccccc2c1=O
84	-28	Cc1nc(C(C)C)ncc1C(=O)N1Cc2cnc(-c3ccccc3)nc2C1
85	-3	CCOc1ccccc1CN1CCN(C2CCC2)CC1CCO (stereo unspecified)
86	5	CCn1c(C)c(C=NC(C)C2CC3CCC2C3)c2ccccc21 (stereo unspecified)
87	3	CC(NC(=O)CSc1ncnc2c1oc1ccccc12)c1ccccc1 (stereo unspecified)
88	-3&0	CC(c1ccncn1)N(C)c1nc2nonc2nc1N1CCCCCC1 (stereo unspecified)
89	-31	CCc1c(C)nn(CC(=O)N2CCCC(c3nn(C)c(=O)n3CC)C2)c1C (stereo unspecified)
90	1	Cc1cc(F)cc2c1N(C(=O)C(C)NC(=O)c1ccoc1)CCC2 (stereo unspecified)
91	7	O=C1CN(S(=O)(=O)c2ccc(OC(F)(F)F)cc2)CCN1
92	4	Cc1cc(=O)[nH]c(-n2ncc(C(=O)Nc3ccc(OC(F)(F)F)cc3)c2C)n1
93	7	CC1CN(C(=O)OC(C)(C)C)CC(C)N1C(=O)C1COCCO1 (stereo unspecified)
94	-8	CCN(Cc1ccc(C(=O)N(C)OC)cc1)C(C)C
95	5	CC(=NNC(=S)NC(C)C)c1ccc(Cl)s1
96	6	COc1cc(-c2[nH]ncc2CN(C)Cc2nccn2C)cc(OC)c1OC
97	-4&0	CN(CCc1cnn(C)c1)c1nc2nonc2nc1NCc1cccs1
98	2	C=CCNC(=S)Nc1ccc(Cl)cc1F
99	-7	c1nc(SCc2ccc3c(c2)OCO3)c2c3c(sc2n1)CCCC3
100	1	COc1ccc(Cl)cc1N=P12CN3CN(CN(C3)C1)C2
101	-1	CN(C)c1ccc(-c2ccc3c(c2)COCC(=O)N3CCN2CCOCC2)cc1
102	0	COc1ccc(CC(=O)NCC2CCCN(C(=O)c3ccc4c(c3)OCO4)C2)cc1 (stereo unspecified)
103	-6	COc1ccc(CNCc2cnc(-c3ccccc3C)s2)c(F)c1F
104	8	COC(=O)c1ccc(NC(=O)CN(C)S(=O)(=O)c2ccc(C#N)cc2)s1
105	-5	OCCC1CN(Cc2ccc(-n3cccn3)cc2)CCN1Cc1ccccc1F (stereo unspecified)
106	-18	CN1CCNC(=O)C12CCN(S(=O)(=O)c1cccc(Cl)c1)CC2
107	-11	CCCc1nc(C(=O)N2CCC(O)(CN(C)C)C2)cs1 (stereo unspecified)
108	-7	CN(CCN1CCOCC1)Cc1c(C(=O)N(C)CCc2ccccc2)nc2sccn12
109	-31	Cn1cc(-c2nc(COc3ccc(F)cc3F)cs2)cn1
110	-4	N#Cc1cc(S(=O)(=O)N2CCOCC2)ccc1N1CCOCC1
111	-13	Cc1cnc(C)c(N2CCN(Cc3ccc(C4CCCCO4)o3)CC2)n1 (stereo unspecified)
112	-27	Cc1noc(C2CCCN2C(=O)Cc2c(C)[nH]c3c(F)cccc23)n1 (stereo unspecified)

# (continued)
No.	mcGAS MS inh	smiles
113	3	CC(=O)c1cccc(OCc2cc(C(=O)NCc3ccco3)n[nH]2)c1
114	7	Cc1cc(NC(=O)Cn2cnc3c(nnn3-c3ccc(F)cc3)c2=O)no1
115	-11	CC(NC(=O)c1cccc(Cn2cccn2)c1)c1cn2ccsc2n1 (stereo unspecified)
116	-3	C=C(C)Cn1c(C(=O)N2CCN(C(C)=O)CC2)cc2sc(C)cc21
117	-24	CN(C)C1CCCN(C(=O)CCc2nc3cccnc3n2C)CC1 (stereo unspecified)
118	-16	O=C(NC1CCCCCCC1)C1CCCCN1C(=O)c1ccco1 (stereo unspecified)
119	-4	O=C(NCC1CN(c2ccccc2)C(=O)O1)c1ccccc1 (stereo unspecified)
120	3	CS(=O)(=O)N1CCN(Cc2cc3n(n2)CCNC3)CC1
121	-5	COCCCNCC(=O)N1CCc2sccc2C1COc1ccc(C(C)C)cc1 (stereo unspecified)
122	-8	COCc1nc(CNC2CSCCSC2)no1
123	4	Cc1ccccc1N(CC(=O)NCc1ccc(Br)s1)S(C)(=O)=O
124	1	CC(C)(C)OC(=O)N1CCCN(C(=O)c2ccc[nH]c2=O)CC1
125	-2	N=C1/C(=C\c2cccs2)C(=O)N=C2SC(C34CC5CC(CC(C5)C3)C4)=NN12
126	-1	COc1cc(C(=O)N(C)Cc2nonc2C)ccc1OC1CCN(C2CCCC2)CC1
127	-1	O=S(=O)(NN=Cc1ccc(O)c(O)c1O)c1ccc(Br)cc1
